# Source: PubChem BioAssay
# NCI-60 one-dose screen, 48 h, at 10 µM unless noted. Numbers give growth in % (100 = growth as untreated, 0 = no growth, -100 = all killed).
# OVCAR-5: OVCAR-5 ovarian cancer. 82,000 tested, 2.9% active. AID 1794783
# ACHN: ACHN renal cancer; 81,000 tested, 4.9% active; AID 1794771
# TK-10: TK-10 renal cancer cells | 81,000 tested, 3.9% active
# OVCAR-8: OVCAR-8 ovarian cancer; 81,000 tested, 4.4% active; AID 1794782
# CAKI-1: CAKI-1 renal cancer; 75,000 tested, 4.7% active; AID 1794772
# OVCAR-3: OVCAR-3 ovarian cancer. 79,000 tested, 7% active. AID 1794787
# RXF 393: RXF 393 renal cancer cells. 77,000 tested, 6.9% active
# A498: A498 renal cancer cells | 76,000 tested, 5.4% active
# * marks the source's active call; other numbers are inactive results; · = no result given; & = joins results of further samples. Rule for the calls: active = growth percent below 10; inactive = the rest. An excerpt (hit frequency here may not be typical).
Structure,OVCAR-5,ACHN,TK-10,OVCAR-8,CAKI-1,OVCAR-3,RXF 393,A498
O=C1c2c(c3c4ccccc4[nH]c3c3ccc4ccccc4c23)C(=O)N1CCO,100,58,130,45,47,·,35,68
Cc1ccc(Nc2nnc(-c3ccc(O)cc3)o2)cc1,99,102,·,107,94,111,118,96
COc1ccc(S(=O)(=O)N(C(C)=O)c2ccccc2/C=C/c2cc[n+]([O-])cc2)cc1,35,43,49,15,33,28,-5.2*,1.3*
O=C1C=CC(=O)N1c1ccc(Cl)cc1Cl,104,92,107,101,92,107,118,96
O=C1OC(c2ccc(-c3ccccc3)cc2)=C/C1=C/c1cccs1,99,86,87,79,82,89,85,97
Cc1cccc(C)c1N(C)N,118,106,113,107,93,116,120,93
O=S1(=O)N=C2Oc3ccccc3N2c2ccncc21,92,99,107,104,55,109,94,110
N[C@@H](Cc1ccccc1)[C@@H](O)C(=O)NCc1ccccc1,96,114,98,99,106,105,102,91
COc1nc(NC=O)cc(=O)n1C,110,104,146,100,114,108,86,113
Cc1cc(C)c2c(Nc3ncnc4c3sc3nc(C)cc(C)c34)csc2n1,93,79,100,93,90,114,110,72
CC1=CC(=O)C(C(C)C)=CC1=Nc1cc(Br)c(O)c(Br)c1,29,58,93,31,51,-9.3*,6.0*,·
COc1cc(-c2nc(-c3nc4ccc(Cl)cc4[nH]3)cc3c2[nH]c2ccccc23)cc(OC)c1OC,93,66,94,48,84,83,63,78
CC1CCCCC1CNCC1CCCCC1C (stereo not drawn),79,103,109,90,95,104,·,·
CCN(CC)CC(O)c1ccc2ccc3ccccc3c2c1 (stereo not drawn),101,97,96,97,81,85,66,13
O=c1c2sc3ncc(Br)cc3c2nnn1-c1ccccc1,89,96,97,·,94,99,92,88
Cn1c(=O)c2[nH]c(C(O)c3ccc(Cl)cc3)nc2n(C)c1=O (stereo not drawn),100,103,108,98,105,109,120,95
CN(C)CCCOc1ccc(NC2=C(Cl)C(=O)C(Nc3ccc(OCCCN(C)C)cc3)=C(Cl)C2=O)cc1,-61*,-94*,-99*,-68*,·,-98*,-98*,-49*
CCCCNC(=O)c1c(C)[nH]c(-c2nc3ccccc3[nH]2)c1C,102,109,113,99,97,102,112,·
O=C(c1cccc(-c2ccccc2)n1)c1c[nH]c2ccccc12,106,88,107,84,63,77,95,65
O=C(CN1CCCCCC1)Nc1nc2ccc(NCc3ccc(Cl)cc3)cc2s1,99,89,110,95,86,104,99,110
Cc1ccc(Oc2c(/C=N\N=c3/sc4ccccc4n3C)c(C)nn2-c2ccccc2)cc1,97,97,127,90,82,100,99,100
Nc1[nH]n2cc(-c3ccc(Br)cc3)nc2c1N=Nc1ccc(S(N)(=O)=O)cc1,76,24,50,63,18,73,45,17
Cc1ncc(-c2ccc(N)c(NC(=O)N3Cc4cn(C)nc4C3)n2)s1,100,108,70,87,85,97,103,103
CCOS(=O)(=O)C1CCCC1,96,97,99,109,98,103,128,107

# Quoted at random: four records from the list, in no set order.
Structure,OVCAR-5,ACHN,TK-10,OVCAR-8,CAKI-1,OVCAR-3,RXF 393,A498
CCN(CC)CC(O)c1ccc2ccc3ccccc3c2c1 (stereo not drawn),101,97,96,97,81,85,66,13
O=C(c1cccc(-c2ccccc2)n1)c1c[nH]c2ccccc12,106,88,107,84,63,77,95,65
CCOS(=O)(=O)C1CCCC1,96,97,99,109,98,103,128,107
CN(C)CCCOc1ccc(NC2=C(Cl)C(=O)C(Nc3ccc(OCCCN(C)C)cc3)=C(Cl)C2=O)cc1,-61*,-94*,-99*,-68*,·,-98*,-98*,-49*

# The results go on.
Structure,OVCAR-5,ACHN,TK-10,OVCAR-8,CAKI-1,OVCAR-3,RXF 393,A498
CC1=C([Se]CC(OC(=O)CC[Se]c2ccccc2)C(=O)NC(C)(C)C)C(=O)c2ccccc2C1=O (stereo not drawn),-63*,-56*,-90*,-82*,-34*,-96*,-87*,-26*
COc1cc(C2CC(c3ccc(F)cc3)=Nc3c(N)nc(N)nc3N2)ccc1Oc1nc(Nc2ccc(F)cc2)nc(N(C)C)n1 (stereo not drawn),100,51,89,63,40,72,17,74
O=C(/C=C/c1ccccc1)n1c(-c2ccccc2)nc2ccccc21,96,104,101,99,107,111,102,86
COc1ccc(S(=O)(=O)N(C)C)cc1N,100,103,103,108,101,121,101,92
O=C(O)/C=C/c1ccc([N+](=O)[O-])cc1,103&111,102&107,109&100,105&105,105&97,117&109,116&112,97&67
Nc1ccc(Oc2ccc(-c3ccccc3)cc2)cc1,112,109,111,117,·,135,104,110
CCS(=O)(=O)c1ccc(C(=O)NN)cc1,102&85,103&97,108&92,101&102,93&91,115&107,123&123,99&113
O=C(NCO)c1ccccc1,104,97,144,108,98,104,119,106
COC(=O)C(=O)/C=C(\O)c1cc2cc(Cl)ccc2o1,96,108,110,112,·,105,146,105
Cc1ccc(CC(N)=O)cc1,105,105,98,104,91,·,115,104
CC1=NCCC2NC(=O)NC(C)=C12 (stereo not drawn),103,115,106,106,93,117,103,·
O=C(Cn1cc(COn2nnc3ccccc32)nn1)Nc1ccc(Br)cc1,99,102,99,103,94,123,126,111
C#CCCCCCCCCC,93,99,107,105,106,138,118,112
CCC(C)(C)c1ccc(OCCCCCCN2CCNCC2)cc1,92,43,90,75,70,69,36,71
COc1cccc(-c2nc3sccn3c2-c2ccnc(NCCCNS(=O)(=O)c3cccc4ccccc34)c2)c1,100,74,99,54,60,72,78,65
O=C(O)c1ccc2c(c1)C(=O)c1ccccc1C2=O,101,103,105,99,96,99,110,72
O=C(Oc1ccc(Br)cc1)c1ccccc1,94,97,100,96,95,104,114,103
Nc1n[nH]c2cccc(C#Cc3cccc(C(=O)Nc4cc(C(F)(F)F)cc(C(F)(F)F)c4)c3)c12,76,76,109,83,96,91,51,89
CCOC(=O)c1cnc2ccc(Br)cc2c1Nc1cccc(S(=O)(=O)NC)c1,100,98,114,101,87,104,99,78
COc1cc(/C=N/NC(=O)CC#N)ccc1O,89,101,100,102,98,102,100,92
C=C(C)[C@@H]1CC[C@]2(C(=O)OC)CC[C@]3(C)[C@H](CC[C@@H]4[C@@]5(C)C/C(=C/c6ccc(OC)cc6)C(=O)C(C)(C)[C@@H]5CC[C@]43C)[C@@H]12,93,91,107,102,90,87,67,94
C=CCc1cc(OC)cc(CC=C)c1O,98,106,108,106,96,110,116,115
CCOc1cccnc1/C=N/NC(N)=S,66,36,66,44,29,22,61,4.0*
COc1cc(/C=C/C(=O)c2ccc(C(F)(F)F)cc2)ccc1Oc1nc(NCCO)nc(N2CCOCC2)n1,101,86,111,96,83,109,91,·

# Compound profiles, from the list above. Values in the order: OVCAR-5	ACHN	TK-10	OVCAR-8	CAKI-1	OVCAR-3	RXF 393	A498
# Profile of CCC(C)(C)c1ccc(OCCCCCCN2CCNCC2)cc1 → 92	43	90	75	70	69	36	71
# Profile of CCOc1cccnc1/C=N/NC(N)=S → 66	36	66	44	29	22	61	4.0*
# Profile of COc1cccc(-c2nc3sccn3c2-c2ccnc(NCCCNS(=O)(=O)c3cccc4ccccc34)c2)c1 → 100	74	99	54	60	72	78	65
# Profile of COc1cc(/C=N/NC(=O)CC#N)ccc1O → 89	101	100	102	98	102	100	92
# Profile of C#CCCCCCCCCC → 93	99	107	105	106	138	118	112

# (cont.)
Structure,OVCAR-5,ACHN,TK-10,OVCAR-8,CAKI-1,OVCAR-3,RXF 393,A498
C[C@H]1[C@H](C)CC[C@]2(C(=O)NCCCNCCCCNCCCN)CC[C@]3(C)C(=CC[C@@H]4[C@@]5(C)C/C(=C/c6cccnc6)C(=O)C(C)(C)[C@@H]5CC[C@]43C)[C@H]12,95,95,102,96,49,99,110,109
CC(C)(C)N1CC(OC(N)=O)C1,110,106,95,85,41,120,29,105
CCCCCCCCCC1OCC(C)(CCC)CO1 (stereo not drawn),112,·,91,93,·,110,103,97
COc1ccc(C(=O)c2ccccc2O)c(O)c1,102&96,98&101,121,103&105,87&92,117&101,105&109,105
Cc1ccc(S(=O)(=O)N2CCN(c3oc(-c4ccccc4)nc3C#N)CC2)cc1,96,76,61,86,64,·,91,69
CC(=O)N1c2ccccc2NC2=C(C(=O)N(Cc3ccccc3)C2(C)C)C1c1ccco1 (stereo not drawn),26,34,55,26,43,-7.7*,-12*,·
O=S(=O)(c1ccc(N=Cc2ccccc2O)cc1)N(c1ccccc1)C1C=CC=CC1 (stereo not drawn),99,100,106,90,·,96,114,93
CCCC(=O)c1cc(C)cs1,91,99,111,102,94,105,113,109
CCC(c1ccc(OC)cc1)C(CC)c1ccc(C(O)CN2CCCCC2)cc1 (stereo not drawn),95,99,·,90,91,90,60,60
Cc1nc2cc(O)c(O)cc2cc1Oc1ccc(NC(=O)Nc2ccc(Cl)c(Cl)c2)cc1,122,39,85,48,27,68,20,118
O=C(CSCc1c(F)cccc1Cl)Nc1ccc(F)c(Cl)c1,80,76,93,90,59,89,97,99
O=C(O)c1ccc(-n2cc(CNc3ccc(Br)cc3)c(-c3ccc(F)cc3)n2)cc1,115,85,118,94,86,104,102,93
NC(=S)NN=C1CCSCC1,93,102,103,99,95,116,111,·
NC(=O)C1CC2(C1)CC(C(N)=O)C2 (stereo not drawn),96,108,102,100,99,·,106,·
N#Cc1ccc(NC(=O)c2cc(=O)[nH]c3ccccc23)cc1,93,109,151,94,125,110,132,94
C[n+]1ccc(Nc2ccc(NC(=O)c3ccc(Nc4cc[n+](C)c5ccc(N)cc45)cc3)cc2)cc1,91,100,108,95,95,115,·,94
CC1(C)CC(OCCCC[P+](c2ccccc2)(c2ccccc2)c2ccccc2)CC(C)(C)N1O,18,-8.3*,-21*,6.3*,-26*,-46*,-38*,-5.3*
C/C(CC/C(C)=N/NC(N)=O)=N/NC(N)=O,112,101,91,103,90,109,116,100
CCOc1nc2c(N)ncnc2n1CC1CC1,114,100,110,110,88,114,·,122
COc1ccc(C/C(=C(\C)c2ccc(OCCN3CCCC3)cc2)c2ccc(OCCN3CCCC3)cc2)cc1,78,54,87,65,81,29,56,·
CC(=O)Nc1nc2ccc(Oc3ccnc(NCCNS(=O)(=O)c4ccc(Cl)cc4)n3)cc2s1,96,87,87,74,80,77,91,·
COc1ccc([I+]c2ccccc2)cc1,87,69,54,27,56,63,65,80
O=C(Cn1nnc2ccccc21)N/N=C/c1c[nH]c2ccccc12,72,64,65,45,46,22,67,60
CC(=O)OCC[N+](C)(C)C,104&96,116&104,97&95,98&99,91&98,108&101,118&119,101&106
CCC(=O)c1ccc(-c2ccccc2)cc1,112,119,86,114,100,112,119,62
COc1ccc(-c2ccc(-c3ccc(C(=N)N)cn3)s2)cc1,92,92,109,65,88,84,98,99
O=C(O)c1cn(C2CC2)c2cc(N3CCN(Cn4nc(-c5cccnc5)n(-c5ccccc5)c4=S)CC3)c(F)cc2c1=O,110,104,97,100,97,112,116,·
CCCCC(=O)O[C@H]1CC[C@H]2[C@@H]3CCc4cc(O)ccc4[C@H]3CC[C@]12C,105,95,85,89,88,106,105,88
O=C1/C(=C/c2cc3cc4c(cc3nc2Cl)OCO4)SC(=S)N1Cc1ccco1,97,94,137,87,80,112,96,82
CCC1(c2ccccc2)C(=O)NCNC1=O,·,94,102,101,99,114,130,111
O=C(O)c1ccccc1Nc1ccccc1[N+](=O)[O-],118,107,110,98,92,108,125,113
COc1ccc(-c2c(N)n[nH]c2-c2cc(OC)c3c(c2)OCO3)cc1,84,84,101,91,79,98,98,54
COC(=O)/C=C/C=C(c1ccccc1)c1ccccc1,89,89,90,98,61,72,63,87
COCCn1cc(-c2nc(-c3ccsc3)cs2)c2cc(Br)ccc21,91,81,112,94,·,100,101,·
CCOC(=O)c1sc(/N=C2\NC(=O)/C(=C/c3cn(C)c4ccccc34)S2)nc1C,105,101,109,112,·,109,108,106
CC1CC(C)(C)CC(=O)O1 (stereo not drawn),103,106,100,107,92,103,99,121
CN(C)CCc1c[nH]c2ccc(CS(=O)(=O)N3CCCC3)cc12,105,104,118,105,88,117,103,82
CCN(CC)c1ccc2cc(C(=O)NCCOCCOCCOCCn3cc(CCC(=O)Nc4ccc(C(=O)c5ccc(NC(=O)OC(C)(C)C)cc5)cc4)nn3)c(=O)oc2c1,100,84,96,17,26,45,70,85
Clc1cc(Cl)c(-c2nc(-c3ccccc3)no2)cn1,114,89,136,99,79,101,113,114
OCC(O)COc1c(Cl)c(Cl)c(Cl)c(Cl)c1Cl (stereo not drawn),90,112,89,111,·,106,117,103
COc1ccc(-c2nc(SCCNS(C)(=O)=O)[nH]c(=O)c2C#N)cc1,106,107,104,103,88,112,115,103
O=S(=O)(OCCCOS(=O)(=O)c1ccc(F)cc1)c1ccc(F)cc1,109,26,79,73,31,71,96,101
CN(C(=O)c1ccc(C(F)(F)F)cc1C(F)(F)F)c1sc2c(c1C#N)CCC(=O)C2,108,83,94,82,61,30,7.9*,125
CCN(CC)CCN1c2ccccc2Sc2c1ccc1ccccc21,92,23,94,76,82,72,63,78
COc1cc2cc(Oc3ccc(NC(=O)Nc4ccc(Cl)c(C(F)(F)F)c4)cc3)c(C)nc2cc1OCCN(C)C,110,91,99,94,72,70,75,81
CCO/C([O-])=N\c1c[n+](N2CCOCC2)no1,·,·,108,101,94,129,118,97
COC(=O)[C@]1(CCSC)N[C@H](c2cn(-c3ccccc3)nc2-c2ccccc2)[C@@H]2C(=O)N(c3ccc(Cl)cc3)C(=O)[C@@H]21,97,96,107,·,97,108,113,124
